Screens as filed in PubChem.
PKM2 act = PKM2 (human) enzyme activation; Potency, µM (highest dose often 57.5 µM), inactives show top-dose activation, most hits filed as activators; P14618; 260,000 tested, 0.34% active; AID 1631; purified PKM2, Kinase-Glo ATP luminescence, activation; response scale: 0% is enzyme alone, no compound; further: potency means the concentration at half of the fitted maximal effect; on the % scale 0 is the no-effect control and ±100 the full control effect; nearly all actives have a fitted effect of over 55% in size
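Kinase-Glo luminescence reports ATP generated from ADP (0.1 mM) and PEP (0.5 mM) by purified hPK-M2 after 1 h at room temperature, pH 7.2 imidazole buffer; intermediate enzyme activity allows detecting inhibitors and activators.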
Menin MLL FP TR = displaces Texas Red mutant MLL peptide from human menin. 270,000 tested, 0.23% active. Menin + Texas Red MLL mutant peptide, fluorescence polarization. Potency, µM (series often up to 61.6 µM), without a hit: top-dose FP activity change, negative = inhibition, hits mostly inhibitors; active means well fitted inhibition curve with a large enough effect in the polarisation, with a control signal flat, not every such curve was filed as active; inconclusive means small, poorly fitted or top-dose-only effect, or effect the other way, or a change in a side signal; inactive means no such curve, though single readings can be large or run the other way; the % refers to the polarisation; further: potency means the concentration at half of the fitted maximal effect; % of control where 0% means no effect; many of its hits are not listed in these tables
BCR signal inh = blocks chronic active B-cell receptor signaling. ABC-DLBCL IkBa-CBG/CBR reporter, luminescence ratio, 4 h. Potency, µM (doses to about 46.1 µM), without a hit: at the top dose ratio change, negative = lower green/red ratio, usual class: inhibitors. 340,000 tested, 0.05% active. AID 493014; active means well fitted inhibition curve with a large enough effect in the signal ratio, with a control signal flat, not every such curve was filed as active; inconclusive means small, poorly fitted or top-dose-only effect, or effect the other way, or a change in a side signal; the % refers to the signal ratio;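 further: potency means the concentration at half of the fitted maximal effect; plate controls were basal doxycycline-induced cells for no effect and cells given 10 µM MG132 for full effect; MG132 reads +100%, hits lower the ratio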
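Cell line TMD8 (human ABC DLBCL), stably expressing tet-inducible CBG68-IkBa fusion and CBR; IMDM/0.5% FBS; cpd up to 46 uM; dox induction, 4 h, 37C/5% CO2; dual luminescence; green/red ratio; MG132 control.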
Giardia kill = Giardia lamblia killing | Giardia lamblia trophozoite viability | activity change, % at 7.66 µM, hits read low | 340,000 tested, 0.15% active; in the data active means activity change below about -80%; inconclusive means between about -30% and that limit;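 further: parasites exposed to compound for two days anaerobically before the ATP read; on the % scale 0 is the no-effect control and ±100 the full control effect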
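Viability, read as ATP luminescence: trophozoites at 100 cells/well, compound added, 48 hrs anaerobic at 37 deg C, then 15-30 min room-temperature development before reading.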
S-ASM inh = blocks human secretory acid sphingomyelinase. Potency, µM (highest dose often 57.5 µM), for the others: at the highest dose activity change, negative = inhibition, hits mostly inhibitors. 340,000 tested, 0.006% active. P17405. placental ASM, HMU-PC fluorogenic substrate, 60 min; further: potency means the concentration at half of the fitted maximal effect
Target sequence (P17405 47-631 limits assumed): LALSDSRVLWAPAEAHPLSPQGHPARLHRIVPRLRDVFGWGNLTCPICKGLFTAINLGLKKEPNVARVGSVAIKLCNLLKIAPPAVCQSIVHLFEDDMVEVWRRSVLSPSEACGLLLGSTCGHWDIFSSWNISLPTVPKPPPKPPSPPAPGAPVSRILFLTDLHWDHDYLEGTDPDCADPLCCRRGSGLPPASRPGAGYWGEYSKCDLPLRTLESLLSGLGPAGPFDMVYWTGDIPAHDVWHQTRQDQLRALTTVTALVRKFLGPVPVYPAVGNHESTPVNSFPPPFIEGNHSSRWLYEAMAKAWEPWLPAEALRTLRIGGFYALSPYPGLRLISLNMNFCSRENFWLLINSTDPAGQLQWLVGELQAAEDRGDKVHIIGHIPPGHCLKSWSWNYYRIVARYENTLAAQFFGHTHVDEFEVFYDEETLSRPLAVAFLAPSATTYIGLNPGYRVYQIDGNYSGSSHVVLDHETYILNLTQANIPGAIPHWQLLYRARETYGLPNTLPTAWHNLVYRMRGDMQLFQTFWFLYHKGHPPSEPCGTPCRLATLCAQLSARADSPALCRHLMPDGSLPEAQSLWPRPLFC
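Fluorescence read-out (Ex 386 nm, Em 447 nm) after stopping the reaction at pH 10. Enzyme: ASM from human placenta; substrate HMU-PC0, 9 uM final; 60 min, 37 °C. Compound preincubation 10 min, ambient temperature.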
Integrin act MD = activators of alpha7 integrin expression for muscular dystrophy; alpha7betagal myoblasts, beta-gal FDG fluorescence, 48 h; 350,000 tested, 0.064% active; Potency, µM (highest dose often 38.3 µM), for the others: at the top dose activation, most hits filed as activators;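 further: potency means the concentration at half of the fitted maximal effect; 100% = response of the positive control SU9516; nearly all actives have a fitted effect of over 60% in size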
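Alpha7betagal+/- myoblasts (passage 13) were plated 16-24 hr, then exposed to compounds (1:260 dilution of DMSO stock) for 48 hours at 37C. After MPER lysis, β-galactosidase reporter activity was read as FDG fluorescence (ex 480/em 540) after 30 minutes.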
TSG101-PTAP inh = blocks PTAP/TSG101 interaction to inhibit HIV-1 budding | Q99816 | Fluorescence polarization, FITC-PTAP peptide / Tsg101 binding | Potency, µM (top dose mostly 115 µM), for the others: at the top dose activity change, negative = inhibition, hits mostly inhibitors | 340,000 tested, under 10 active | AID 493005; active means well fitted inhibition curve with a large enough effect in the main read-out, with a control signal flat, not every such curve was filed as active; inconclusive means small, poorly fitted or top-dose-only effect, or effect the other way, or a change in a side signal; inactive means no such curve, though single readings can be large or run the other way; further: potency means the concentration at half of the fitted maximal effect; % of control where 0% means no effect
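Tsg101 binding domain (10 uM final) was mixed with compound and a FITC-labeled PTAP peptide (50 nM final) in HEPES pH 7.5 buffer with NaCl, Tween 20, EDTA and TCEP; fluorescence polarization was read after 20 min at r.t.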
FBPA coupling cs = inhibits coupling enzyme system, counter-screen for aldolase hits; coupling enzyme system counterscreen, AmpLite Red fluorescence; activity change, negative = inhibition, % at 58.2 µM, hits read low; 290,000 tested, 0.67% active; in the data active means activity change below about -30%; further: on the % scale 0 is the no-effect control and ±100 the full control effect
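First, compound is pin-transferred into glyceraldehyde-3-phosphate coupling-enzyme reagent at 57.5 uM final and held 10 min at RT. Next, substrate, coupling system and AmpLite Red are added. After 20 min RT, fluorescence (525/598 nm) is read.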
Tb PFK block = T. brucei PFK enzyme inhibition; Potency, µM (top dose mostly 57.5 µM), inactives show at the top dose activity, negative = inhibition, usual class: inhibitors; 330,000 tested, 0.17% active; O15648; T. brucei PFK, ADP-Glo luminescence; AID 485367;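 further: potency means the concentration at half of the fitted maximal effect; 0% = uninhibited 1x PFK enzyme wells and -100% = no-enzyme wells; nearly all actives have a fitted effect of over 60% in size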
Target sequence (O15648 whole entry, looked up): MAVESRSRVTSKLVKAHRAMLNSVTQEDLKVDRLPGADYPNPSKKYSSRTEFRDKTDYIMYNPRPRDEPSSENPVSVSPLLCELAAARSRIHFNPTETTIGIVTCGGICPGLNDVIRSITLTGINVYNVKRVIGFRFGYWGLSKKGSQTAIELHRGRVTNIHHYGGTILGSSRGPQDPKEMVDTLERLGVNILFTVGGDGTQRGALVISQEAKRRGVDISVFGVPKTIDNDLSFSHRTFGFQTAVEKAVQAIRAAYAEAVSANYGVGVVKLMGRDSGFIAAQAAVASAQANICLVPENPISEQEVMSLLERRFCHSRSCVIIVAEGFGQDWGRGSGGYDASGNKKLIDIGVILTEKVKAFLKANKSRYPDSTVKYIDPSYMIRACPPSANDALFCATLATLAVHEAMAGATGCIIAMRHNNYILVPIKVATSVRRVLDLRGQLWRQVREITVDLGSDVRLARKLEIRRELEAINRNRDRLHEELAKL
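ADP-Glo luminescence quantified ADP after 45 min at room temperature, with 1.25 nM T. brucei PFK, 0.1 mM ATP and 0.5 mM fructose-6-phosphate in pH 8.0 TEA buffer. qHTS titrations up to 57 µM; curves classified by quality.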
GALK inhibitor = blocks human galactokinase activity | AID 1868 | 270,000 tested, 0.007% active | P51570 | Purified GALK, Kinase-Glo residual ATP luminescence | Potency, µM (series often up to 57.5 µM), inactives show at the top dose activity change, negative = inhibition, most hits filed as inhibitors; further: potency means the concentration at half of the fitted maximal effect; on the % scale 0 is the no-effect control and ±100 the full control effect
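Quantitative HTS: GALK 5 nM, ATP 35 uM, galactose 100 uM, 1 h room temperature, then luciferase-based ATP detection.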
B2AR arrestin = beta2AR (human) beta-arrestin recruitment activity; P07550; beta-arrestin recruitment to beta2AR, cell-based reporter; Potency, µM (doses to about 46.1 µM), without a hit: at the highest dose activation, most hits filed as activators; 330,000 tested, 0.02% active; AID 492947;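 further: potency means the concentration at half of the fitted maximal effect; 0% = DMSO controls and full agonism = EC100 isoproterenol or metaproterenol; nearly all actives have a fitted effect of over 65% in size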
Numbers without * were called inactive; ? = inconclusive; nt = not tested or not shown; [ ] = another dose, or the depositor's remark. Unless noted, the call rests on the fitted dose curve; in most records, active means well fitted curve in the direction sought with a large enough effect; inconclusive means small, poorly fitted or top-dose-only effect, or another doubt; inactive means no such curve, though single readings can be large; an effect the other way counts as inactive or inconclusive.

SMILES	PKM2 act	Menin MLL FP TR	BCR signal inh	Giardia kill	S-ASM inh	Integrin act MD	TSG101-PTAP inh	FBPA coupling cs	Tb PFK block	GALK inhibitor	B2AR arrestin
COc1ccc(N2CCN(C(=O)c3ccc(CS(=O)(=O)c4ccc(Br)cc4)o3)CC2)cc1	nt	nt	-2%	22	-4%	?	2%	nt	0%	-1%	-0.3%
CSc1ccc(S(=O)(=O)Nc2ccc3c4c(cccc24)CC3)cc1	-4%	-15%	18%	3	-12%	-27%	-2%	-2	2%	0%	3.0%
Cn1c(=O)cc(OCCCC(=O)N2CCN(c3ccccn3)CC2)c2ccccc21	-1%	-14%	?	2	3%	0%	-7%	2	-4%	-1%	0.0%
O=C1C=C(Nc2ccc(O)cc2)CC(c2ccco2)C1 (stereo not drawn)	-3%	10%	?	6	5%	-28%	-6%	0	-3%	0%	-0.2%
O=c1cc(CSc2nnc(Nc3ccccc3)s2)nc2sccn12	1%	nt	-3%	8	-2%	-10%	-6%	-11	-18%	0%	0.1%
COc1cc(NC(=O)c2ccc(C(=O)c3ccccc3)cc2)cc(OC)c1OC	-1%	nt	0%	10	-12%	-27%	-2%	nt	-1%	5%	-0.6%
Cc1cc([N+](=O)[O-])ccc1-c1ccc(C2Nc3ccccc3C(=O)N2O)o1 (stereo not drawn)	14µM*	nt	?	-2	?	-21%	2%	6	-2%	-1%	1.0%
COc1ccc(-n2c(C)cc(C(=O)COc3ccc(C)nc3[N+](=O)[O-])c2C)cc1	-1%	2%	-18%	-81*	0%	0%	-3%	-5	-1%	0%	0.4%
Cc1ccc(S(=O)(=O)N(C)C)cc1NC(=O)C1CCCCN1S(=O)(=O)c1ccccc1 (stereo not drawn)	nt	nt	1%	52[activator]	-1%	-26%	-7%	nt	-1%	nt	-0.3%
COC(=O)c1ccc(OC(=O)c2ccncc2)cc1O	nt	15%	1%	11	-1%	6%	-8%	2	23%	2%	-0.5%
Cc1ccc(C(=O)N2CCN(c3ccccc3O)CC2)cc1S(=O)(=O)N1CCCCC1	nt	nt	8%	-5	-3%	6%	1%	nt	7%	nt	0.1%
C=CCNC(=O)C(=O)NCCCN1CCOCC1	0%	-1%	0%	19	0%	-20%	-5%	1	-5%	12%	-0.1%
COc1ccc(-c2nc(C#N)c(N3CCCCC3)o2)cc1	nt	28%	?	15	6%	16%	0%	-4	0%	5%	-0.7%
CCCOC1CCCN(Cc2nc(-c3ccc(C(=O)OC)cc3)no2)C1 (stereo not drawn)	-2%	nt	-2%	-6	0%	-11%	-5%	2	1%	-2%	-0.2%
O=C(C(Cc1ccccc1)N1C(=O)C2C3CCC(C3)C2C1=O)N1CCCCC1 (stereo not drawn)	0%	?	-13%	-4	-3%	-14%	-5%	0	2%	6%	0.1%
COc1ccc(N(CC(=O)NCCc2ccc(OC)c(OC)c2)S(=O)(=O)c2c(C)noc2C)cc1	nt	nt	1%	-7	1%	-13%	0%	nt	0%	-3%	0.1%
O=C(c1ccc(S(=O)(=O)N2CCCC2)cc1)N1CCN(c2ccccc2)CC1	nt	nt	4%	-11	0%	-11%	-3%	-2	3%	-2%	-0.1%
O=C(CN1C(=O)NC2(CCCC2)C1=O)Nc1cccc(Cl)c1Cl	nt	21%	-9%	0	-3%	1%	0%	3	-1%	-1%	0.0%
O=C(N=c1ccn(-c2nc3ccccc3nc2NS(=O)(=O)c2ccc(Cl)cc2)cc1)c1cccs1	-1%	nt	7%	13	251%[activator]	5%	?	7	-3%	5%	-0.9%
Cc1ccc(NC(NC(=O)c2cccnc2)C(Cl)(Cl)Cl)cc1 (stereo not drawn)	-8%	50%[activator]	-8%	-2	4%	-11%	0%	1	-4%	0%	-0.1%

Compound profiles, as listed above. Screens in order: PKM2 act	Menin MLL FP TR	BCR signal inh	Giardia kill	S-ASM inh	Integrin act MD	TSG101-PTAP inh	FBPA coupling cs	Tb PFK block	GALK inhibitor	B2AR arrestin
`O=C(CN1C(=O)NC2(CCCC2)C1=O)Nc1cccc(Cl)c1Cl` is listed with nt	21%	-9%	0	-3%	1%	0%	3	-1%	-1%	0.0%
`Cc1ccc(C(=O)N2CCN(c3ccccc3O)CC2)cc1S(=O)(=O)N1CCCCC1` is listed with nt	nt	8%	-5	-3%	6%	1%	nt	7%	nt	0.1%
`Cc1ccc(NC(NC(=O)c2cccnc2)C(Cl)(Cl)Cl)cc1` (stereo not drawn) is listed with -8%	50%[activator]	-8%	-2	4%	-11%	0%	1	-4%	0%	-0.1%
`COc1ccc(N(CC(=O)NCCc2ccc(OC)c(OC)c2)S(=O)(=O)c2c(C)noc2C)cc1` is listed with nt	nt	1%	-7	1%	-13%	0%	nt	0%	-3%	0.1%
`COc1ccc(-c2nc(C#N)c(N3CCCCC3)o2)cc1` is listed with nt	28%	?	15	6%	16%	0%	-4	0%	5%	-0.7%

New compounds follow.
SMILES	PKM2 act	Menin MLL FP TR	BCR signal inh	Giardia kill	S-ASM inh	Integrin act MD	TSG101-PTAP inh	FBPA coupling cs	Tb PFK block	GALK inhibitor	B2AR arrestin
COc1ccnc(N2CCN(c3ccc(Cl)cc3)CC2)c1C#N	-2%	3%	4%	7	-8%	-13%	0%	1	0%	4%	0.5%
Cc1ccc(C(=O)N(CCCN(C)C)c2nc3ccc(Cl)cc3s2)cc1C	-11%	-14%	?	22	-7%	-75%[inhibitor]	-5%	0	2%	-1%	0.0%
CCOC(=O)Cc1c(C)c2c(C)nn(-c3ccccc3)c2oc1=O	10%	-12%	6%	-18	-6%	-33%	0%	-5	-9%	-1%	0.3%
COc1ccc(C(=O)Nc2ccc3nc(N4CCN(C)CC4)cc(C)c3c2)c(OC)c1	nt	-14%	-11%	-5	285%[activator]	?	1%	-4	3%	-4%	0.6%
COc1cc(SC)ccc1C(=O)Nc1ccc(S(=O)(=O)N2CCCC2)cc1	1%	0%	2%	-5	0%	9%	1%	-1	1%	3%	0.1%
COc1ccc(S(=O)(=O)NC2CC2)cc1-n1cnnn1	0%	25%	0%	1	1%	-5%	-3%	0	4%	7%	-0.5%
Cc1cccc(N2CCN(Cc3nc(-c4ccccc4Cl)oc3C)CC2)n1	13%	?	-3%	-15	1%	-31%	-1%	-1	1%	1%	0.4%
Cc1nc2ccccc2c(=O)n1NC(=O)c1c(F)cccc1F	nt	?	6%	?	3%	?	0%	2	0%	0%	-0.7%
O=C(O)/C=C/c1ccc(-n2ccnc2)cc1	3%	nt	-18%	6	6%	25%	0%	4	17%	1%	-0.1%
CCCc1[nH]c(=O)c(C#N)c2c1COC(C)(C)C2	3%	-1%	-17%	-8	0%	-5%	-9%	1	-2%	3%	-0.4%
CC(C)OCCCNC(=O)c1ccc(NS(C)(=O)=O)cc1	4%	10%	?	2	2%	-6%	-9%	0	-1%	0%	-0.3%
CCc1cc(C(=O)N2CCN(S(=O)(=O)c3ccc(Cl)cc3)CC2)sc1C	nt	nt	6%	-4	-5%	10%	-4%	nt	-3%	nt	-0.3%
CC(C)CN(C(=O)c1ccc(S(=O)(=O)N2CCOCC2)cc1)C1CCS(=O)(=O)C1 (stereo not drawn)	nt	nt	4%	37[activator]	3%	-14%	-1%	nt	4%	nt	0.2%
O=C(COc1cccc2c1CCNC2=O)Nc1ccc(Cl)cc1	nt	nt	-11%	8	3%	-18%	-3%	nt	5%	nt	-0.1%
COc1cccc(N(CC(=O)N2CCN(c3ccccc3OC)CC2)S(C)(=O)=O)c1	0%	-3%	-25%	-15	-1%	-8%	-7%	1	-4%	-1%	-0.1%
Oc1ccc2ccccc2c1/C=N/Nc1nnc(-c2ncc[nH]2)c2ccccc12	15%	nt	?	-9	-17%	-57%[inhibitor]	-4%	-4	1%	0%	-0.9%
CC(C)(C)c1ccc(S(=O)(=O)N2CCN(CC(=O)N3CC(=O)Nc4ccccc43)CC2)cc1	nt	nt	-1%	-5	0%	-12%	-2%	nt	7%	nt	0.0%
CCOc1ccc(C(C)(C)C)cc1S(=O)(=O)N1CC(C)OC(C)C1 (stereo not drawn)	-1%	-5%	?	-29	4%	-4%	-5%	1	4%	-1%	0.0%
Cc1cccc(OC(C)C(=O)OCC(=O)N2CCN(c3ccccc3)CC2)c1 (stereo not drawn)	nt	nt	0%	-4	-1%	18%	-3%	nt	-5%	nt	-0.3%

An excerpt, so the mix of outcomes need not match the whole.
